# PPARg SRC2 recr: promotes SRC-2 coactivator recruitment by human PPARgamma. AID 1032. activation, % at 8 µM. PPARgamma LBD-SRC-2 recruitment, biochemical. 0.34% of 200,000 active; in the data active means activation above about 22%;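 further: 0% = vehicle and 100% = reference agonist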
# STAT3 act: increases IL-6 driven STAT3 reporter signal; activation (% of control), % at 5.6 µM; AID 871; 0.91% of 190,000 active; U3A cells, IL-6 STAT3-luciferase reporter, luminescence; 100% = signal with IL-6 EC80 alone;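 active means activation above the screen-wide mean of compound activation plus 3 SD, cut at about 130% in these data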;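 further: 0% = background luminescence of wells with medium and substrate only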
#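 Test system: Human STAT1-deficient U3A cells with stable STAT3-luciferase reporter | Also added: Interleukin-6, 33 ng/mL | Timing: Compound pre-incubation 1 h before IL-6, then 6 h stimulation at 37 °C | Technique: Luciferase reporter luminescence | Read-out: Percent of IL-6-only median luminescence | Benchmarks: IL-6-only wells as 100% reference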
# TLR4 MyD88 comp: TLR4-MyD88 interaction inhibition in cells; inhibition, % at 8.4 µM; HeLa CL3-4 TLR4/MyD88 BLA complementation, FRET ratio; O00206+Q99836; 0.18% of 200,000 active; in the data active means inhibition above about 25%;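 further: 0% = vehicle and 100% = reference inhibitor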
# TR-FRET SRC-2 ct: TR-FRET artefact, counter-screen to PPARgamma/SRC-2 agonist assay. hits give high values. TR-FRET ratio at 8 µM. 0.4% of 200,000 active; in the data active means TR-FRET ratio above about 2000; further: inactives centre near 1500
# STAT3 blocker: reduces IL-6 driven STAT3 reporter signal. AID 862. U3A cells, IL-6 STAT3-luciferase reporter, luminescence; host cell line lacks STAT1. 0.89% of 190,000 active. inhibition, % at 5.5 µM;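 active means inhibition above the mean inhibition across all screened compounds plus 3 SD, cut at about 44% in these data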;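 further: 0% = DMSO only wells and 100% = 100 µM nifuroxazide control wells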
# RAM inhibit: blocks the yeast RAM network; S. cerevisiae dse1pr::URA3 reporter, 5-FOA growth OD615, 2 d; analog-sensitive cbk1-as2 kinase mutant strain; inhibition, % at 50 µM; 1.8% of 190,000 active; AID 868;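 active means inhibition above a set limit, 3 SD over mean compound inhibition, cut at about 8.4% in these data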;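 further: 0% = DMSO-only wells with no growth and 100% = 10 µM 1-NA-PP1 full growth; inhibition rescues growth on 5-FOA so higher OD means more RAM inhibition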
# S1P3 antagonist: blocks the human S1P3 receptor; inhibition, % at 4.98 µM; 0.27% of 170,000 active; AID 485; CHO S1P3 NFAT-BLA reporter, FRET fluorescence, antagonist mode; Q99500;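 active means inhibition above the plate cutoff, the mean inhibition of test wells on that plate plus 3 SD, cut at about 28% in these data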;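 further: cells challenged with S1P at its EC80 of 0.8 µM; blue over green emission ratio from cleaved BLA substrate after 4 h stimulation; 0% = S1P-stimulated wells and 100% = unstimulated DMSO-only wells; some compounds past the cut are filed as inactive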
# Target sequence (Q99500 whole entry, looked up): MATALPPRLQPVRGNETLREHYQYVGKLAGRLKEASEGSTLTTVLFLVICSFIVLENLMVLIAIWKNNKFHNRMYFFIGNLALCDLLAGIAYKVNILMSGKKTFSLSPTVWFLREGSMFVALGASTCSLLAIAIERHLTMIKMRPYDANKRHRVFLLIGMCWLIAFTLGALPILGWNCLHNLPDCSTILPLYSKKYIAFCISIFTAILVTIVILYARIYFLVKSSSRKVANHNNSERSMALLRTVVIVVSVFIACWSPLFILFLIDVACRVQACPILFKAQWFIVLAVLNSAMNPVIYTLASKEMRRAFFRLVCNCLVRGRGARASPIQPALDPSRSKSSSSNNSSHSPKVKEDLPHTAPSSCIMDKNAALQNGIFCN
# STAT1 inh: inhibitors of IFN-gamma induced STAT1 signaling; NIH 3T3 STAT1-luciferase reporter, luminescence; inhibition, % at 5.5 µM; 0.35% of 200,000 active; AID 920;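 active means inhibition above a set limit, the mean inhibition across all tested compounds plus 3 SD, cut at about 34% in these data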;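 further: 0% = IFN-gamma with DMSO and 100% = IFN-gamma with 300 µM nifuroxazide; values of inactives mirror those of a sister screen read the other way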
# ROMK mod: modulates human ROMK potassium channel activity | P48048 | Tet-inducible ROMK, thallium flux fluorescence; actives lie on both sides | B-score at 10 µM | 2% of 130,000 active | AID 1918;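 active means signal ratio slope over the read window, or its plate-corrected B-score, at least 3 SD from the plate mean, either direction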;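 further: B-score of the F/F0 ratio slope over 7 to 12 s after thallium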
# Target sequence (P48048 whole entry, looked up): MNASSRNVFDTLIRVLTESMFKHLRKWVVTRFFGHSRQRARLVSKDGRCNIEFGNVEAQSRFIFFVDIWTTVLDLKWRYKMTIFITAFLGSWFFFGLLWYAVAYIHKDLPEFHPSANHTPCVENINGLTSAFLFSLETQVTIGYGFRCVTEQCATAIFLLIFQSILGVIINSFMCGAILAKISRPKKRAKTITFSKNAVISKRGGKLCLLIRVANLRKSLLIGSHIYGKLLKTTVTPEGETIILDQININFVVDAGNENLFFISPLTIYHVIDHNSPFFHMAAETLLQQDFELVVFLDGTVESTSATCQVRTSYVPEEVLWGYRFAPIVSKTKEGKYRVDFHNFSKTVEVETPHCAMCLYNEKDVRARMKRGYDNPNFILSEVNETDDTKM
# PPARg SRC3 recr: promotes SRC-3 coactivator recruitment by human PPARgamma; P37231; biochemical PPARgamma/SRC-3 coactivator recruitment assay; activation, % at 8 µM; 0.26% of 200,000 active; in the data active means activation above about 23%;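 further: 0% = DMSO and 100% = reference agonist; some compounds past the cut are filed as inactive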
# PPARg SRC-1 ag: PPARgamma-driven SRC-1 recruitment agonism. P37231. PPARgamma-SRC-1 coactivator recruitment biochemical assay. activation, % at 8 µM. 0.41% of 200,000 active. AID 631; in the data active means activation above about 19%;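 further: 0% = DMSO and 100% = reference agonist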
# * marks the source's active call; other numbers are inactive results; . = not tested or not shown. Random draw from the library. About 5.6% of those tested had a hit in this group.
SMILES,PPARg SRC2 recr,STAT3 act,TLR4 MyD88 comp,TR-FRET SRC-2 ct,STAT3 blocker,RAM inhibit,S1P3 antagonist,STAT1 inh,ROMK mod,PPARg SRC3 recr,PPARg SRC-1 ag
CN(C)C(=O)C1(c2ccccc2)CCN(S(=O)(=O)c2ccccc2)CC1,11,104,-8,1629,-4,0.7,-1,10,-0.36,-8,4
COc1cc(CN2CCC(C(=O)N3CCN(c4ccccc4F)CC3)CC2)ccc1O,-1,93,0,1314,10,0.5,8,6,0.13,-7,-6
Cc1cccc(N(Cc2ccccc2F)S(C)(=O)=O)c1,11,102,4,1648,4,3.9,-3,-8,.,3,9
CC(C)CCNC(=O)NC(=O)COc1ncnc2sccc12,3,109,-1,1429,-4,3.3,-10,-3,.,-9,0
COC(=O)/C(=C/c1ccccc1)NC(=O)c1ccco1,3,103,11,1492,5,1.6,-12,6,-0.0079,-1,3
COc1cc(OC)cc(C(=O)Nc2c(C)nn(-c3ccccc3)c2C)c1,11,100,-12,1642,9,-0.4,-5,-1,0.93,1,4
O=C(NCCOc1ccccc1Cl)C(=O)c1c[nH]c2ccccc12,-2,107,-2,1530,-3,2.9,-4,-10,0.34,1,1
CC1CCN(C(=O)c2ccc(SCc3ccccc3F)c([N+](=O)[O-])c2)CC1,-10,100,-4,1449,-2,-0.1,1,-5,-0.11,-6,-6
O=C(c1ccco1)N1CCN=C1SCc1ccc(F)cc1,-3,93,5,1442,8,0.3,4,-1,.,-4,-5
COc1cccc(-c2nnc(SCC(=O)Nc3ccc(S(N)(=O)=O)cc3)n2C)c1,8,105,-11,1627,-3,4.5,-21,3,.,-9,5
O=S(=O)(NCc1ccccc1)c1ccc(S(=O)(=O)N(Cc2ccccn2)C2CCCC2)cc1,-1,101,6,1366,2,-0.2,.,0,-0.44,13,-5
CCOc1ccccc1OCC(=O)Nc1ccc(Cl)cc1Cl,11,90,-11,1654,16,3.9,.,6,.,2,14
COc1cc(CNCCN(C)C)c(Br)cc1OCC(=O)NCc1ccccc1,-12,101,11,1563,-2,1.4,-1,-7,.,-5,-4
COc1ccc(CNC(=S)Nc2ccc(OC)cc2)cc1,-7,106,9,1447,-5,-0.9,-1,0,.,1,1
CCC(=O)NCCc1nc2cc(NC(=O)c3ccccc3OC)ccc2n1C,0,85,6,1535,22,0.9,.,-9,.,4,-1
COc1ccc(OC)c(C2CC(=O)C3=C(C2)NC(=O)CC3c2ccc(O)c(OC)c2)c1 (configuration not stated),7,98,-3,1300,6,0.8,24,-2,-1.2,4,4
CCO[C@@H]1OC(C(=O)N2CCOCC2)=C[C@H](c2ccccc2)[C@H]1CCCO,11,.,-13,1485,.,1.4,0,-4,.,2,1
Cn1c(=O)c2c(nc(Oc3ccc4c(c3)OCO4)n2Cc2ccc(F)cc2)n(C)c1=O,9,103,-6,1491,1,2.1,.,4,0.047,7,5
CC1CCCCC1NC(=O)c1ccc(S(=O)(=O)N2CCCC2)cc1 (configuration not stated),-3,95,-1,1510,6,1.7,.,7,-0.23,-1,-1
CC1=CC2=NC(=O)/C(=C\c3cc(C)n(-c4cccc(Cl)c4)c3C)C(=N)N2O1,10,100,6,1457,3,4.4,-25,1,-0.51,-4,5
COc1ccc(Cl)cc1-c1n[nH]c(=S)n1C,6,101,-17,1552,0,1.0,.,7,0.15,10,10
O=C(NC1(C(F)(F)F)NC(=O)N(c2ccccc2)C1=O)c1cccs1 (configuration not stated),13,95,-14,1610,5,0.5,-11,-4,0.53,4,2
CCOC(=O)c1cc2c(=O)n3cccc(C)c3nc2n(Cc2ccco2)c1=NC(=O)c1ccccc1,10,90,-2,1606,16,2.5,.,5,.,8,10
Cc1ccc(Nc2c([N+](=O)[O-])cc(C(=O)N3CC(=O)Nc4ccccc43)cc2[N+](=O)[O-])c(C)c1,4,102,-4,1644,-3,7.2,.,1,.,8,1
CCOC(=O)C1(CCc2ccccc2)CCN(Cc2nccn2CC)CC1,8,93,-1,1518,13,0.5,7,8,-0.47,3,9
CCCCNC(=O)NS(=O)(=O)c1ccc(C(=O)OC)o1,1,104,0,1485,-1,1.0,-28,-5,.,6,-8
Cn1c(=O)c2c(n(Cc3ccccc3)c1=O)NC(=O)C2CC(=O)O (configuration not stated),-7,98,-12,1461,4,-0.6,.,-7,0.77,-9,-3
COC(=O)C1=CN(c2cccc(C)c2)C=C(C(=O)OC)C1c1cc(OC)c(O)c([N+](=O)[O-])c1,0,109,15,1515,-4,2.8,.,0,-1,2,-2
CN(C)S(=O)(=O)Nc1ccc2c(c1)Cc1ccccc1-2,-3,109,-4,1603,-8,2.5,-11,-15,0.21,8,5
Cc1cccc(OCc2n[nH]c(=S)n2Cc2ccccc2)c1,8,96,-1,1664,9,0.1,-1,7,-1.2,3,5
Cc1cc(C)n2cc(CSc3ccc(Br)cc3)nc2n1,6,92,-15,1562,16,0.4,-3,-4,-1.8,-4,-7
COC(=O)C(CC(C)C)NC(=O)c1ccc(F)cc1 (configuration not stated),-4,101,20,1557,3,0.3,10,-7,0.97,-7,5
CCCCC1NC(C(=O)O)CS1 (configuration not stated),15,109,-1,1639,-2,-0.3,-11,9,0.76,5,6
COc1ccc(NC2=Nc3ccccc3CC2)cc1,4,122,19,1484,-19,2.2,17,-33,.,-8,2
Clc1ccc(CSc2nnc(CNc3cccc(Cl)c3)o2)cc1,0,103,13,1387,-7,6.1,.,4,-0.39,-8,3
CCC(Oc1ccccc1)C(=O)Nc1ccc(S(=O)(=O)N2CCOCC2)cc1 (configuration not stated),-3,107,10,1596,-7,0.6,.,7,.,-8,-3
CC1CN(C(=O)Nc2ccc3c(c2)OCO3)CC(C)O1 (configuration not stated),8,112,-6,1653,-6,1.7,.,-13,0.46,7,3
CCOC(=O)c1c(NC(=O)CSc2cn(CC)c3ccccc23)sc2c1CCC2,0,104,-7,1602,-4,4.1,4,0,1.6,2,-2
O=C(NCc1cccnc1)c1ccccc1CCc1ccccc1,7,99,-5,1957,4,0.7,7,4,0.31,1,8
O=C(CNCc1ccccn1)Nc1cc(S(=O)(=O)N2CCCCC2)ccc1Cl,-6,102,-14,1561,6,2.8,1,5,-0.12,0,2
Cc1csc(NC(=O)CS(=O)(=O)c2ccccc2)n1,2,103,3,1653,2,-0.2,-12,-11,.,-1,0
CSc1nnc(NC(=O)c2ccc(S(=O)(=O)N(C)C)cc2)s1,1,98,-13,1602,8,2.6,-14,-28,1,2,3
O=C(CSc1nc2ccccc2[nH]1)Nc1cccc(S(=O)(=O)N2CCOCC2)c1,11,92,1,1846,20,3.6,-9,7,-0.63,0,7
COc1cc(OC)cc(N(C(=O)CNC(=O)c2cccs2)C(C(=O)NCC2CCCO2)c2ccc(OC)c(OC)c2)c1 (configuration not stated),-2,97,-2,1381,6,1.7,4,3,0.21,-1,-2
CCOC(=O)c1cnc(SCCc2ccccc2)nc1N,9,100,-3,1401,4,3.2,.,-71,.,1,1
O=C(Cn1nc(C(F)F)cc1C(F)F)NNC(=S)Nc1ccc([N+](=O)[O-])cc1,0,124,-3,1748,-23,0.8,-6,-6,-0.35,3,2
COCCCN1C(=O)c2[nH]nc(-c3ccccc3O)c2C1c1ccc(Cl)cc1 (configuration not stated),14,104,14,1494,-2,1.9,1,0,0.014,-7,6
COc1cc(NC(=S)N2CCN(C(=O)C3CCCO3)CC2)c(OC)cc1Cl (configuration not stated),2,96,-17,1679,8,1.5,-1,1,.,6,4
Cc1ccc(S(=O)(=O)N2CCC(C(=O)C3C(=O)CC(C)(C)CC3=O)CC2)cc1,-1,95,9,1602,8,4.0,-12,9,2,-2,-3
CCCn1c(SC(C(=O)Nc2cccc(OC)c2)c2ccccc2)nc2ccccc2c1=O (configuration not stated),-3,105,-5,1561,-2,5.1,-22,0,-0.39,-1,0
CN(CC(=O)O/N=C(\N)c1ccc([N+](=O)[O-])cc1)S(=O)(=O)c1ccc2ccccc2c1,4,103,-10,1466,-4,4.3,.,6,0.046,-8,-4
NC(=O)CSc1nnc(CNc2cccc(Cl)c2)n1CCc1ccccc1,-3,103,-7,1391,-1,2.2,-20,4,-1.8,-2,4
CC12c3ccccc3C(c3ccccc31)C1C(=O)N(Cc3cccnc3)C(=O)C12 (configuration not stated),4,104,8,1384,7,0.4,.,0,.,5,-2
S=c1[nH]nc(COc2ccccc2)n1/N=C/c1ccco1,8,105,1,1672,0,-0.4,-14,-10,.,6,8
CC(c1nccs1)N(C)C(=O)CCc1nnc(-c2ccc(-c3ccccc3)cc2)o1 (configuration not stated),3,93,-10,1643,18,4.4,-8,-3,-0.17,5,5
CCCCC(=O)Nc1ccc(C(=O)NNC(=O)c2ccccc2Br)cc1,5,100,8,1485,12,0.9,.,-5,.,0,-9
COc1ccc(OC)c(NC(=O)c2ccc3c(=O)n(CCc4ccccc4)c(=S)[nH]c3c2)c1,1,93,14,1810,7,3.1,-9,-2,.,4,8
CC(=O)c1ccc(C(=O)N2CCCC(CCC(=O)N(C)CCc3ccccn3)C2)s1 (configuration not stated),-3,100,5,1257,2,0.6,-11,-6,1,-3,-1
COc1ccccc1CNC(=O)C1CC(c2ccc([N+](=O)[O-])cc2)=NO1 (configuration not stated),2,107,-20,1517,-3,3.3,.,-8,.,5,-3
O=S(=O)(NCc1cc(-c2ccc(Cl)cc2)no1)c1ccc(Cl)cc1,1,96,-1,1656,11,5.0,.,4,.,6,3

# A different layout for some results above:
COc1cc(NC(=S)N2CCN(C(=O)C3CCCO3)CC2)c(OC)cc1Cl (configuration not stated)
  PPARg SRC2 recr: 2
  STAT3 act: 96
  TLR4 MyD88 comp: -17
  TR-FRET SRC-2 ct: 1679
  STAT3 blocker: 8
  RAM inhibit: 1.5
  S1P3 antagonist: -1
  STAT1 inh: 1
  ROMK mod: .
  PPARg SRC3 recr: 6
  PPARg SRC-1 ag: 4
Cc1ccc(S(=O)(=O)N2CCC(C(=O)C3C(=O)CC(C)(C)CC3=O)CC2)cc1
  PPARg SRC2 recr: -1
  STAT3 act: 95
  TLR4 MyD88 comp: 9
  TR-FRET SRC-2 ct: 1602
  STAT3 blocker: 8
  RAM inhibit: 4.0
  S1P3 antagonist: -12
  STAT1 inh: 9
  ROMK mod: 2
  PPARg SRC3 recr: -2
  PPARg SRC-1 ag: -3

# (more compounds)
SMILES,PPARg SRC2 recr,STAT3 act,TLR4 MyD88 comp,TR-FRET SRC-2 ct,STAT3 blocker,RAM inhibit,S1P3 antagonist,STAT1 inh,ROMK mod,PPARg SRC3 recr,PPARg SRC-1 ag
CCOC(=O)C1(CCC(C)C)CC(CSc2nc3ccccc3[nH]2)OC1=O (configuration not stated),0,97,21,1419,0,1.6,.,14,-1.2,1,5
CCOC(=O)c1cnc(SC)nc1Sc1ccccc1,2,96,3,1627,5,-0.3,.,2,1.7,-2,-8
COc1ccc(/C=C/C(=O)Nc2c(C)nn(C)c2C)cc1COc1ccc(Cl)cc1Br,1,75,-2,1512,32,1.5,.,-7,0.39,2,7
S=C(Nc1cccc(Cl)c1)Nc1cccc2cnccc12,4,119,-4,1633,-16,-0.5,20,5,.,-2,9
